# Screening data: PubChem, several laboratories
# OPRM1-OPRD1 inv = inverse agonist of human OPRM1-OPRD1 heterodimerization. P35372+P41143. cell-based MOR-DOR heterodimer luminescence, inverse agonism. inhibition, % at 9.3 µM. actives 0.21% (n = 340,000). AID 504357; in the data active = inhibition above about 22%, passing the limit was not always enough;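 note: 0% = cells with DMSO and 100% = wells without cells with DMSO; values of inactives mirror those of a sister screen read the other way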
# HTR5A ag = HTR5A agonism, opioid heterodimer counter-screen; P47898; activation, % at 9.3 µM; actives 0.61% (n = 340,000); HTR5A agonist assay, luminescence, cell-based; in the data active = activation mostly above about 9.5%, no sharp cut-off; inactive = mostly below about 7.6%;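 note: 0% = cells with vehicle only and 100% = reference agonist; strong numbers were not always called active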
# PfHsp90 set2 = growth inhibition of yeast expressing Plasmodium Hsp90; inhibition, % at 9.4 µM; S. cerevisiae expressing PfHsp90, BacTiter-Glo ATP, 48 h; yeast lacking PDR1 and PDR3 efflux regulators; actives 0.32% (n = 310,000);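 active = every replicate shows inhibition above about 80%, whatever the replicate mean, limit read from the data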;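 note: 0% = DMSO neutral controls and 100% = 20 µM radicicol positive controls; yeast relying on Plasmodium falciparum Hsp90 in place of its own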
# phage Ecoli inh = E. coli growth loss with phage present. growth absorbance. inhibition, % at 11.9 µM. actives 0.26% (n = 360,000). AID 651602; in the data active = inhibition above about 11%
# MOR-DOR ag = agonists of human mu-delta opioid receptor heterodimerization; cells, OPRM1-OPRD1 heterodimerization, luminescence; AID 504326; actives 0.3% (n = 340,000); P35372+P41143; activation, % at 9.3 µM; in the data active = activation above about 18%;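 note: 0% = vehicle-treated cells and 100% = reference agonist; values of inactives mirror those of a sister screen read the other way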
# HTR5A inv ag = inverse agonist of human HTR5A in OPRM1-OPRD1 counter-screen; P47898; HTR5A cell line, luminescence, inverse agonism; inhibition, % at 9.3 µM; actives 0.083% (n = 340,000); AID 504634; in the data active = inhibition mostly above about 23%, no sharp cut-off; inactive = mostly below about 18%;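 note: 0% = cells with DMSO and 100% = no-cell wells with DMSO; some compounds called inactive have numbers as strong as hits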
# PKA-R1A act = activates the PKA-R1A holoenzyme complex; actives 0.083% (n = 340,000); activation, % at 11.4 µM; PKA-R1A dissociation, Cy5-IP20 fluorescence polarization; scaled: DMSO 0%, 113 µM cGMP 100%; AID 504707;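 active = percent activation above the mean of all tested compounds plus 3 SD, cut at about 19% in these data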;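 note: higher means more PKAc released from R1A so a rise in polarization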
# Pemphigus Ab inh = human desmoglein-3 autoantibody binding inhibition. P32926. DSG3-coupled beads, scFv-anti-DSG3-GFP binding, flow cytometry; stronger effect = lower value. binding (percent of control), % at 10 µM. actives 0.48% (n = 310,000). AID 588358;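 active = binding more than 3 SD below its plate's average and above zero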;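 note: hits lower antibody fragment binding to DSG3; some compounds called inactive have numbers as strong as hits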
# Target sequence (P32926 whole entry, looked up, the tested form may be a part): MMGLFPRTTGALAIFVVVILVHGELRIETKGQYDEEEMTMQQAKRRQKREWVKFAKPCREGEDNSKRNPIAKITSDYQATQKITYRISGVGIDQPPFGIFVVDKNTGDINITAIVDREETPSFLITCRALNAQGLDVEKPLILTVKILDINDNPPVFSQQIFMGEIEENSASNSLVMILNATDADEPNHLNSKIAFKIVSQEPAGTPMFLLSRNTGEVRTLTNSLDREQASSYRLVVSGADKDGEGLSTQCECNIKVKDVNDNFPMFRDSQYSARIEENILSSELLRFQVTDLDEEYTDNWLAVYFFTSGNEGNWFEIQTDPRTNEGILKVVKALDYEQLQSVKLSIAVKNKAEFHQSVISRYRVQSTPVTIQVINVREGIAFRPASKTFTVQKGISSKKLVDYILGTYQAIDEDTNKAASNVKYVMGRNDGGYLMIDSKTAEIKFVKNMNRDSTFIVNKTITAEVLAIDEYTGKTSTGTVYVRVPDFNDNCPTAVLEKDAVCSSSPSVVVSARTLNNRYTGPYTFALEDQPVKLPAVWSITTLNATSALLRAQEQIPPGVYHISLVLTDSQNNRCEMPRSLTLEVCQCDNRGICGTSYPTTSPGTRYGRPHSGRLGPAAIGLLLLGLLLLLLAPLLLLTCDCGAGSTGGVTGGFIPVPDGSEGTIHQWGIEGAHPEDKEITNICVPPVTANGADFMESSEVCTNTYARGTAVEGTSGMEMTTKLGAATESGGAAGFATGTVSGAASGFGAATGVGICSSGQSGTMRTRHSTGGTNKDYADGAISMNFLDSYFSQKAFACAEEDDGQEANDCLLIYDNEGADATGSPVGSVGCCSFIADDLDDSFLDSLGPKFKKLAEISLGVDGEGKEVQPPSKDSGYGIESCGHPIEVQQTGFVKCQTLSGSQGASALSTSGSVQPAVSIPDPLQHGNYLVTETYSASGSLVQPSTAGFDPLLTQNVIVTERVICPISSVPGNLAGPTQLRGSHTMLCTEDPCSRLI
# AddAB inh = less growth of phage-infected E. coli with AddAB. AID 435030. inhibition, % at 11.9 µM. actives 0.29% (n = 330,000). E. coli expressing H. pylori AddAB, absorbance growth; in the data active = inhibition above about 12%;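 note: 0% = vehicle wells of infected cells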
# E coli growth = reduces bacterial viability in AddAB counter-screen; E. coli V3065 growth, OD600 absorbance, 18 h; inhibition, % at 11.9 µM; actives 0.27% (n = 330,000); AID 449728;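 active = inhibition above the campaign's mean inhibition across all tested compounds plus 3 SD, cut at about 9.9% in these data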;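 note: uninfected addAB+ strain grown without phage in ampicillin broth; 0% = DMSO wells and 100% = ciprofloxacin 0.95 µg/ml wells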
# Mot1-301 SUMO = blocks SUMOylation pathway, rescuing yeast Mot1-301 growth. growth rescue, % at 18.8 µM. S. cerevisiae Mot1-301 growth rescue, ATP luminescence, 38.5C; percent above DMSO median, 100 means doubled. AID 2716. actives 1% (n = 320,000);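 active = every valid replicate shows activation above 250% relative to neutral control wells; inactive = the rest, any valid replicate at or below 250%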;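 note: OY570 slx delta 5 strain wells were the positive control but not used for scaling; some compounds called inactive have numbers as strong as hits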
# * marks the source's active call; other numbers are inactive results; i = inactive; nt = not tested or not shown. Compounds as they come (roughly 3.2% active in at least one column).
SMILES,OPRM1-OPRD1 inv,HTR5A ag,PfHsp90 set2,phage Ecoli inh,MOR-DOR ag,HTR5A inv ag,PKA-R1A act,Pemphigus Ab inh,AddAB inh,E coli growth,Mot1-301 SUMO
Cc1sc2nc(SCC(=O)OC(C)C)n(C)c(=O)c2c1C,-38,-1,16,0.5,7.7,6,4,100,nt,nt,nt
COC(=O)c1ccc(NC(=O)CSc2ccc(-c3ccccn3)nn2)cc1,8,-1,21,2.8,-1.5,3,-2,nt,5.6,2.2,20
O=C1C=C(c2ccc3c(c2)OCO3)CCC1,5,1,24,0.6,-0.9,-13,-3,103,2.2,-0.3,8
CCn1nnnc1SCC(=O)Nc1ccc2c(c1)OCCO2,5,3,5,-2.7,-1.1,-1,5,105,3.0,1.9,-19
Cc1ccccc1NC(=O)CCS(=O)(=O)c1cccc2nonc12,-7,-2,-30,-5.8,1.1,-6,4,nt,1.8,-1.6,2
O=C(OCCN1C(=O)c2ccccc2C1=O)c1cnccn1,11,-4,-2,-0.5,-1.9,-8,-7,107,0.5,-1.1,47
O=C(Nc1nc2ccccc2[nH]1)C1CCN(C(=O)c2ccc(F)cc2)CC1,1,-1,nt,2.3,-0.2,2,-3,95,1.2,-3.9,2
Cc1cc(C)cc(NC(=S)N2CCN(c3ncccn3)CC2)c1,-9,-1,6,3.0,1.3,1,-11,99,-1.6,-1.1,-18
O=C(CN1CCCc2ccccc21)Nc1ccc(F)cc1[N+](=O)[O-],-23,4,3,4.4,4.9,-12,-6,99,2.6,0.9,-9
COc1ccc(CC(=O)Nc2ccc(S(=O)(=O)Nc3ncccn3)cc2)cc1,-7,0,6,1.1,1.6,3,6,109,4.9,-3.3,-19
O=C(c1ccc([N+](=O)[O-])s1)N1CCCc2ccccc21,-10,6,7,0.6,1.6,-25,-3,nt,1.9,5.2,34
C[C@H](CO)N1C[C@H](C)[C@@H](CN(C)C(=O)Nc2ccc(C(F)(F)F)cc2)Oc2ccc(NC(=O)C3CC3)cc2C1=O,8,2,14,1.2,-1.7,-9,-3,96,3.0,1.2,nt
O=C1CCN(C(=O)c2cccs2)c2ccccc21,11,-1,-14,2.7,-2.1,2,-5,99,-0.8,-1.7,6
Cc1ccccc1-c1nnc(SCC(=O)N(C)C2CCS(=O)(=O)C2)n1C (configuration not stated),-9,0,6,2.5,2.3,-1,6,98,3.0,1.7,-20
C=Cn1c(C(=O)O)cc(CC)c1-c1ccccc1,-4,-1,-26,2.8,0.8,-9,1,99,1.4,0.5,-13
CCOC(=O)N1CCN(C(=O)c2ccc(CN(c3ccc(C)c(C)c3)S(C)(=O)=O)cc2)CC1,-6,5,-8,-0.3,1.0,-4,-4,nt,2.8,0.4,-27
CCOC(=O)c1c(NC(=O)Cn2ccsc2=N)sc(C)c1C,13,2,-1,3.4,-2.4,-5,5,103,2.8,2.9,-7
Cc1cccc(NC(=O)CSc2nnc([C@@H]3CCCN3C(=O)OC(C)(C)C)o2)c1C,5,0,11,1.0,-0.8,1,9,106,4.2,-0.4,15
COc1ccc(CN2CCCC(C(=O)N3CCCCC3)C2)c(OC)c1 (configuration not stated),6,8,-9,nt,-1.3,-29,-6,122,3.9,-0.2,-9
COC(=O)CCCN1C(=O)NC(c2ccc(-c3ccccc3)cc2)C(C(=O)OCc2ccccc2)=C1C (configuration not stated),-9,2,-8,0.6,1.9,-6,-5,99,0.2,-1.4,nt
Cc1cccc(-c2nnc(SCCC(=O)N3CCOCC3)o2)c1,10,2,6,3.9,-1.9,-13,-22,nt,1.2,-1.0,5
CC(=O)N(C)c1nnc(-c2cnccn2)s1,8,3,-11,2.7,-1.4,4,-5,102,1.6,1.3,-16
CSc1nc2ccccc2n1CC(=O)N1CCCCC1,nt,nt,-8,1.8,nt,nt,-3,97,0.5,-0.2,-2
O=C(COC(=O)Cn1cnc2ccccc2c1=O)NCC12CC3CC(CC(C3)C1)C2,1,-4,-5,4.3,-0.1,13,2,107,2.5,0.4,195
CCOC(=O)c1sc2nc(C)n(N)c(=O)c2c1C,4,-4,-54,3.0,-0.9,10,-1,100,-0.6,-1.1,6
C/C(=N\NC(=O)c1cc(C2CC2)nc2ccccc12)c1ccc(C)s1,-5,2,-12,-2.7,0.9,-19,4,91,-3.0,-2.5,15
CC(C)c1ccccc1NC(=S)NCCCn1ccnc1,14,1,-3,0.5,-2.8,-2,6,97,-1.1,-1.5,191
Nc1ccc(C(=O)OCC(=O)NC2CC2)cc1[N+](=O)[O-],2,4,11,2.9,-0.4,13,-11,108,1.1,-3.1,nt
CC(=O)Nc1nonc1NC(=O)CSc1nc2ccccc2o1,24,-3,nt,1.9,-5.2,13,11,108,1.9,-0.5,-1
Cc1ccc(-c2csc3ncnc(SCC(=O)c4ccc5c(c4)OCCO5)c23)cc1,0,-3,6,1.3,0.0,-28,-4,103,-1.3,-3.3,-1
CC(C)CN1CCC(CNC(=O)CCc2nnc(Cc3c[nH]c4ccccc34)o2)CC1,7,2,18,1.8,-1.4,-16,-6,112,0.2,-0.5,3
CSc1ccccc1C(=O)Nc1cccc(C)c1,13,-2,nt,3.3,-2.7,4,10,96,7.1,1.8,1
COc1cc(Cl)c(S(=O)(=O)NCCN2CCOCC2)cc1Cl,-6,-4,10,2.0,1.1,9,-15,103,1.3,0.6,-2
COc1cc(Cl)ccc1NC(=S)N(CCCN1CCOCC1)Cc1cn(C)c2ccccc12,18,1,0,1.0,-3.5,2,-4,98,1.6,-1.7,-7
CC(C)NC(=O)CN1CCN(Cc2nc(C(c3ccccc3)c3ccccc3)no2)CC1,12,-4,9,-1.5,-2.6,9,1,102,-0.5,0.2,-4
CC(=O)N1CCc2cc(S(=O)(=O)NCCC(=O)NCCc3ccc(Cl)cc3)ccc21,10,5,-6,2.0,-1.9,9,3,104,2.1,-1.8,10
Cc1ccc(-c2nnc(Nc3ccc(OCC(N)=O)cc3)c3ccccc23)cc1S(N)(=O)=O,13,-2,1,2.3,-3.0,7,4,95,0.4,1.4,-2
Cc1ccc(CC(=O)NNC(=O)c2ccncc2)cc1C,6,0,nt,2.9,-0.9,3,-11,108,-0.5,-0.7,-1
O=C(CSc1nc(=O)n2ccccc2n1)N1CCCc2ccccc21,6,2,2,0.2,-1.2,-5,1,107,-0.4,0.0,-20
Cc1ccc(N=Cc2c(O)cc(C)oc2=O)c(C)c1,-6,-6,9,-1.1,1.1,-5,-4,109,-0.8,0.1,-2
O=C(Nc1ccc(O)c(C(=O)O)c1)Oc1ccccc1,18,3,-15,-0.8,-3.5,-10,6,96,-1.2,-0.9,16
O=C(NCCc1ccc(Cl)cc1)C1CCN(S(=O)(=O)N2CCC3(CC2)OCCO3)CC1,7,2,-5,-2.0,-1.1,-12,0,97,-1.6,-0.9,-7
CCOC(=O)c1oc2cc(OCC(N)=O)ccc2c(=O)c1-c1ccc(OC)c(OC)c1,8,-5,nt,3.0,-1.4,-18,5,101,1.7,-0.4,73
C=CCNC(=S)NNC(=O)c1ccccc1,12,-2,nt,1.5,-2.1,14,3,103,1.4,0.3,-8
O=C(c1cc2sccc2n1Cc1ccccc1)N1CCN(c2nc3ccccc3s2)CC1,0,3,10,0.6,0.0,-14,6,70,1.4,-0.2,12
Cc1nc(C(=O)N2CCc3c([nH]c4ccccc34)C2c2cc(F)ccc2F)cs1 (configuration not stated),11,5,-1,4.5,-2.2,-13,-3,94,4.4,3.0,133
COc1ccc(CNC(=O)CCc2c(C)nc3cc(-c4ccccc4OC)nn3c2C)cc1,-2,3,26,-0.7,0.3,-9,16,86,-0.3,-0.9,-25
CC1=NN(C(C#N)c2ccccc2)C(C)(C)C1 (configuration not stated),9,5,-1,3.8,-1.4,-11,-2,83,0.5,1.1,1

# Reformatted: entries from further up
Compound	OPRM1-OPRD1 inv	HTR5A ag	PfHsp90 set2	phage Ecoli inh	MOR-DOR ag	HTR5A inv ag	PKA-R1A act	Pemphigus Ab inh	AddAB inh	E coli growth	Mot1-301 SUMO
CCOC(=O)c1c(NC(=O)Cn2ccsc2=N)sc(C)c1C	13	2	-1	3.4	-2.4	-5	5	103	2.8	2.9	-7
Cc1cccc(NC(=O)CSc2nnc([C@@H]3CCCN3C(=O)OC(C)(C)C)o2)c1C	5	0	11	1.0	-0.8	1	9	106	4.2	-0.4	15
COc1ccc(CN2CCCC(C(=O)N3CCCCC3)C2)c(OC)c1 (configuration not stated)	6	8	-9	nt	-1.3	-29	-6	122	3.9	-0.2	-9
COC(=O)CCCN1C(=O)NC(c2ccc(-c3ccccc3)cc2)C(C(=O)OCc2ccccc2)=C1C (configuration not stated)	-9	2	-8	0.6	1.9	-6	-5	99	0.2	-1.4	nt
Cc1cccc(-c2nnc(SCCC(=O)N3CCOCC3)o2)c1	10	2	6	3.9	-1.9	-13	-22	nt	1.2	-1.0	5
CC(=O)N(C)c1nnc(-c2cnccn2)s1	8	3	-11	2.7	-1.4	4	-5	102	1.6	1.3	-16
CSc1nc2ccccc2n1CC(=O)N1CCCCC1	nt	nt	-8	1.8	nt	nt	-3	97	0.5	-0.2	-2
O=C(COC(=O)Cn1cnc2ccccc2c1=O)NCC12CC3CC(CC(C3)C1)C2	1	-4	-5	4.3	-0.1	13	2	107	2.5	0.4	195

# Additional structures.
SMILES,OPRM1-OPRD1 inv,HTR5A ag,PfHsp90 set2,phage Ecoli inh,MOR-DOR ag,HTR5A inv ag,PKA-R1A act,Pemphigus Ab inh,AddAB inh,E coli growth,Mot1-301 SUMO
COc1ccccc1CCNS(=O)(=O)c1c(C)n(C)c(=O)n(C)c1=O,4,1,2,2.4,-0.7,-25,-16,103,1.7,-0.3,11
CCN(CC(=O)NCc1cccs1)C(=O)c1cc(S(=O)(=O)N2CCCCC2)ccc1Cl,-1,1,16,3.3,0.1,-4,-7,97,0.7,1.9,-4
Cn1c(Cc2ccccc2)nnc1SCC(=O)Nc1cccc(S(=O)(=O)NC2=NCCCCC2)c1,5,0,22,1.8,-1.1,18,-4,88,0.8,0.1,-3
CCCCN(CCCC)C1=Nc2ccccc2N/C1=C(/C#N)C(=O)OCC,-2,-3,-24,2.0,0.5,23,3,90,0.1,-3.8,-21
COc1cc2c(cc1OC)CN(C(=S)NC(=O)c1ccccc1)CC2,11,-2,16,1.4,-2.2,6,0,104,1.8,-1.4,i
Cc1ccc(NS(=O)(=O)c2cccc(C(=O)N3CCCC(C)C3)c2)cc1 (configuration not stated),8,-7,nt,-1.4,-1.5,18,-3,92,-0.7,1.6,9
CCn1nc(C)c(CN2CCC(C(=O)Nc3cccc(-c4cccc(F)c4)c3)CC2)c1C,-3,8.7*,-15,3.6,0.6,-33,2,124,-4.4,-3.6,13
